VEEV TC-83 Vero: inhibitors of VEEV TC-83 cytopathic effect, confirmation, Vero cells (AID 588727). inhibition, % at 20 µM; hits with a dose series show IC50 in µM. Vero cells, VEEV TC-83 cytopathic effect inhibition; higher % means a stronger effect. actives 0.13% (n = 350,000); in the data active = a potency from the dose series; inconclusive = inhibition mostly from about 14% at the one dose, without a potency; inactive = the rest, 99 in 100 with inhibition below about 12%; note: strong numbers were not always called active
influenza NS1A: H1N1 influenza NS1A inhibitors, functional cell based assay (AID 504329) | NS1A functional cell-based assay, percent inhibition; higher % means a stronger effect | inhibition, % at 12.5 µM, or IC50 in µM where a hit was titrated | actives 0.3% (n = 340,000); in the data active = a potency from the dose series; inconclusive = inhibition above about 27% without an active follow-up result; note: strong numbers were not always called active
tuberculosis growth: growth inhibition of non-replicating M. tuberculosis (AID 488890) | Mycobacterium tuberculosis non-replicating, growth inhibition; higher % means a stronger effect | inhibition, % at 25 µM, or IC50 in µM where a hit was titrated | actives 0.39% (n = 320,000); in the data active = a potency from the dose series; inconclusive = inhibition mostly from about 82% at the one dose, without a potency; inactive = the rest, 99 in 100 with inhibition below about 76%;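 note: plate controls were DMSO cells for no effect and high antibiotic wells for full effect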
H37Rv inhibition: M. tuberculosis growth inhibition, HTS (AID 449762); M. tuberculosis H37Rv growth inhibition, 7H9 media; higher % means a stronger effect; actives 0.59% (n = 330,000); one-dose inhibition, % at 25 µM; IC50 in µM for titrated hits; in the data active = a potency from the dose series; inconclusive = inhibition above about 70% without an active follow-up result;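 note: bacterial growth assessed after seven days of incubation; strong numbers were not always called active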
PhoP GFP inhibition: Inhibition of PhoP regulon, Salmonella typhi GFP reporter cells, confirmation, 4 h (AID 1850); actives 0.33% (n = 310,000); inhibition, % at 50 µM, or IC50 in µM where a hit was titrated; Salmonella Typhi PhoP-promoter GFP reporter, fluorescence, 4 h; higher % means a stronger effect; in the data active = a potency from the dose series; inconclusive = inhibition mostly from about 25% at the one dose, without a potency; inactive = the rest, 99 in 100 with inhibition below about 19%;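 note: 0% = induced wells with vehicle and 100% = uninduced wells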
VEEV TC-83 Vero 10K pilot screen: also measured in VEEV TC-83 Vero; calls as there; inhibition, %; measured here: 10K pilot screen inhibition
* marks the source's active call; other numbers are inactive results; i = inactive; ? = inconclusive; / = no result given.

SMILES	VEEV TC-83 Vero	influenza NS1A	tuberculosis growth	H37Rv inhibition	PhoP GFP inhibition	others
C[C@H]1CN([C@@H](C)CO)C(=O)Cc2cc(NC(=O)CCC(F)(F)F)ccc2O[C@H]1CN(C)S(=O)(=O)c1ccc(Cl)cc1	1.3%	-31%	33%	-1%	/
Fc1cccc(CNCc2ccc3c(c2)OCO3)c1	i	-1%	26%	7%	-4%
COCCn1c(-c2ccc(Cl)cc2)cnc1SCC(=O)NCCc1ccc(OC)c(OC)c1	0.3%	-1%	12%	4%	3%
CCCCn1c(=O)c(C(=O)Nc2cccc(C)c2)c(O)c2ccccc21	1.6%	-4%	29%	?	-4%
CCc1cc(-c2n[nH]c(=S)n2N)n(C)n1	0.2%	22%	5%	-1%	3%
CC(=O)C1=C(O)CCCC1=NCc1nc2ccccc2[nH]1	i	0%	16%	-4%	-14%
COc1ccc(/C(C)=N/NC(=O)CNC(=O)c2cccnc2)cc1OC	0.5%	6%	-3%	-2%	17%
CCc1ccc(-n2c(=S)sc3c(=O)n(-c4ccccc4C)c(SCC(=O)O)nc32)cc1	0.8%	5%	-19%	-5%	-4%
CC(C)(NC(=O)c1cc(Cl)c2ccccc2c1O)C(=O)O	i	-1%	19%	8%	-6%
O=C(CC(c1ccc(F)cc1)c1ccco1)Nc1nccs1 (stereo not given)	6.1%	2%	42%	-6%	0%
CCOc1ccc(OCC(=O)OCn2c(SC)nnc(C)c2=O)cc1	i	-7%	-12%	3%	-4%
COc1ccc(NC(=O)CC(C)NCCCN2CCCC2=O)cc1 (stereo not given)	0.1%	18%	-12%	-2%	-1%
CC1CCc2nc3ccc(S(=O)(=O)N4CCC(C(=O)O)CC4)cc3c(C(=O)O)c2C1 (stereo not given)	1.7%	1%	-10%	1%	2%
O=C1C2C3C=CC(CC3)C2C(=O)N1/N=C/c1c[nH]c2ccccc12 (stereo not given)	1.4%	-1%	-12%	3%	3%
COCCNC(=O)CCc1c(C)nc2c(c(C)nn2-c2ccc(C)cc2)c1C	i	1%	11%	-4%	-6%
Cc1ccc(C(=O)NC(=S)NNC(=O)c2ccccc2[N+](=O)[O-])cc1	2.0%	-3%	?	0%	-5%
CC(C)C(=O)N1CCN(c2nc(-c3ccccc3)c3c(c2C#N)CCCC3)CC1	i	-9%	34%	6%	-14%
CS(=O)(=O)Oc1ccc(/C=C2\C(=N)N3N=C(CC(=O)N4CCOCC4)SC3=NC2=O)cc1Cl	2.6%	-5%	-5%	-2%	-2%
COc1ccc(Cl)cc1Nc1cc(C)nc2nc(C)nn12	6.6%	-2%	5%	2%	-3%
O=C(/C=C\c1ccco1)Nc1ccc(N2CCN(C(=O)c3ccccc3)CC2)cc1	5.3%	3%	69%	?	-6%
O=C(COc1cccc2ccccc12)N/N=C/c1ccc(Sc2nc3ccccc3s2)o1	2.6%	-5%	45%	5%	-2%
O=C(N/C(=C/c1ccc(F)cc1)C(=O)N1CCCC1)c1ccccc1	1.7%	-9%	-7%	6%	14%
CN1/C(=C\C=Nc2ccc3ccccc3c2)C(C)(C)c2ccccc21	1.1%	2%	79%	?	1%
CCOC(=O)Cc1cc(=O)[nH]c(/N=C(\N)Nc2ccc(C)c(C)c2)n1	1.8%	-7%	3%	-7%	7%
CCn1c(SCC(=O)Nc2cccc(C)c2)nc2nc3c(cc2c1=O)COC(C)(C)C3	6.7%	2%	28%	10%	11%
C/C(=N\Nc1cccc2cccnc12)c1ccccc1O	1.0%	-3%	34%	5%	-2%
Cc1ccc(S(=O)(=O)N2C(=O)CCC2C(=O)N2CCCCC2)cc1 (stereo not given)	0.8%	-2%	6%	4%	9%
CCCC(=O)Nc1ccc(C#Cc2ccccc2)cc1	i	-5%	22%	3%	7%
O=C(O)CCNC(=O)/C(=C/C=C/c1ccccc1)NC(=O)c1ccccc1	1.4%	-10%	16%	-1%	4%
COc1ccccc1-n1c(SCC(=O)N(C)C2CCS(=O)(=O)C2)nc2ccccc2c1=O (stereo not given)	i	-4%	6%	-3%	-10%
Cc1ccc(CC(=O)NCC(C)C)cc1	1.8%	-3%	1%	-8%	-5%
O=C(NCc1ccco1)c1ccc2c(=O)n(-c3ccccc3)c(=S)[nH]c2c1	i	15%	-13%	0%	-4%	VEEV TC-83 Vero 10K pilot screen=0.2
CCCCn1c(N)c(N(CCOC)C(=O)COC(=O)COc2cccc(C(C)=O)c2)c(=O)[nH]c1=O	0.5%	-7%	5%	-7%	1%
Cc1ccc(C(=O)Nc2ccc(N3CCOCC3)c3nonc23)cc1[N+](=O)[O-]	0.6%	6%	-4%	6%	6%
CCOC(=O)c1c(C)oc2c1c(C=NC1CCS(=O)(=O)C1)c(O)c1ccccc12 (stereo not given)	i	0%	31%	3%	-7%
CCC1(C(=O)OC)NC(c2cccc(F)c2)C2C(=O)N(C)C(=O)C21 (stereo not given)	i	13%	-3%	0%	4%
CCCn1nnc(NC(=O)c2sc3ccccc3c2Cl)n1	1.4%	-5%	?	?	0%
O=C(Nc1cccc(-c2nn[nH]n2)c1)c1ccc(Cl)s1	0.9%	-8%	7%	7%	4%
COc1cccc(-c2nnn(CC(=O)Nc3cc(OC)c(NC(=O)c4ccco4)cc3OC)n2)c1	5.2%	9%	4%	42%	-1%
CC/C(=N\NC(=O)c1nnn(-c2nonc2N)c1-c1cccs1)c1ccccc1	3.4%	-8%	6%	4%	-4%

Reprinted from the part before: 3 compounds, followed by the next part.
SMILES	VEEV TC-83 Vero	influenza NS1A	tuberculosis growth	H37Rv inhibition	PhoP GFP inhibition	others
O=C(Nc1cccc(-c2nn[nH]n2)c1)c1ccc(Cl)s1	0.9%	-8%	7%	7%	4%
COc1cccc(-c2nnn(CC(=O)Nc3cc(OC)c(NC(=O)c4ccco4)cc3OC)n2)c1	5.2%	9%	4%	42%	-1%
CC/C(=N\NC(=O)c1nnn(-c2nonc2N)c1-c1cccs1)c1ccccc1	3.4%	-8%	6%	4%	-4%
Cc1ccc(S(=O)(=O)N2CCN=C2SCc2ccccc2)cc1	i	-11%	64%	12%	-7%
O=C(Nc1c2c(nn1-c1ccc([N+](=O)[O-])cc1)CS(=O)(=O)C2)c1ccccc1F	1.8%	-8%	14%	2%	-4%
CCCCN(C(=O)c1cccc(S(=O)(=O)N2CCN(C)CC2)c1)c1c(N)n(CC(C)C)c(=O)[nH]c1=O	0.7%	12%	/	/	/
Cc1cccc(NC(=O)CCCCCN2C(=O)c3ccccc3C2=O)n1	0.3%	-6%	19%	-13%	1%
Nc1nc(NC(=O)c2cccs2)nn1-c1ccccc1	7.3%	3%	-9%	-8%	-3%	VEEV TC-83 Vero 10K pilot screen=0.4
Cc1cc(NC(=O)c2ccccc2)n(-c2ccccc2)n1	0.9%	-9%	5%	-4%	-9%
Nc1nnc(SCC(=O)NCCNC(=O)CSc2nnc(N)s2)s1	1.0%	-11%	1%	-6%	-2%
CC[C@@]12C(=O)N(c3cccc(Br)c3)C(=O)N1[C@H](c1ccc(Cl)cc1)[C@@H]1C(=O)N(C3CCCCC3)C(=O)[C@@H]12	i	4%	24%	0%	-3%
COC(=O)c1ccc(NC(=O)C2C3C=CC(O3)C2C(=O)O)cc1 (stereo not given)	0.4%	-3%	/	-3%	-1%
CN(C)S(=O)(=O)N1CCN(S(=O)(=O)c2ccccc2)CC1	i	-6%	1%	1%	6%
CCOc1ccc(OCCCC(=O)ON=C(N)c2ccccc2Cl)cc1	2.1%	-4%	51%	6%	/
O=C(N1CCN(c2ccccc2F)CC1)C1(c2cccs2)CCOCC1	i	-10%	-14%	5%	-12%
C/C(=N\NC(=O)c1cccc(S(=O)(=O)N2CCCC2)c1)c1cccs1	0.2%	-1%	-14%	0%	-10%
Cc1nc(-c2ccccc2)nc2[nH]c(-c3ccccc3)cc(=O)c12	10%	-6%	22%	-5%	-1%
CC(C)CCNc1nc2ccccc2nc1NS(=O)(=O)c1cccs1	2.9%	10%	5%	-4%	1%
O=C(CN1C(=O)C2C3C=CC(C3)C2C1=O)Nc1ccc2nccnc2c1 (stereo not given)	1.0%	-4%	-22%	-4%	-22%
NC(=O)c1cccc([N+](=O)[O-])c1	i	-1%	2%	-8%	/
CSc1ccc(C(=O)NCC(=O)O)cc1[N+](=O)[O-]	0.7%	2%	-5%	6%	-8%
C/C(=C\c1ccccc1)C(=O)NC1CCSC1=O (stereo not given)	4.5%	2%	15%	-11%	-7%
CC(C)CN(C(=O)CCNC(=O)c1ccc([N+](=O)[O-])cc1)C1CCS(=O)(=O)C1 (stereo not given)	0.2%	1%	-5%	-1%	/
O=C(c1ccccc1F)N1CCN(c2ccc([N+](=O)[O-])c(NCc3cccnc3)c2)CC1	8.4%	/	36%	3%	-2%
O=C(NCCN1CCCC1)C1CC(=O)N(C2CCCCC2)C1 (stereo not given)	0.6%	-8%	-2%	-15%	1%
C=C1c2ccccc2S(=O)(=O)N(Cc2ccccc2)C1COCc1ccccc1 (stereo not given)	2.3%	-16%	-4%	-6%	-5%
CC(C)N(Cc1cc2ccccc2[nH]c1=O)C(=O)c1cccc([N+](=O)[O-])c1	0.5%	8%	1%	-1%	-4%
O=C(Nc1ccc2c(c1)OCCO2)C1CCCN1C(=O)Nc1ccccc1 (stereo not given)	0.2%	4%	-3%	3%	-1%
CCCc1nnc(SCC(=O)N2CCCC(C)C2)n1CCCOC (stereo not given)	0.5%	5%	-2%	2%	-6%
COc1ccc(CC(=O)Nc2cc(C)ccn2)cc1	1.7%	-1%	-4%	-15%	2%
Cc1ccc(NC(=O)Cn2cc(S(=O)(=O)c3ccc(C)cc3)c(=O)c3cc(F)ccc32)cc1	1.3%	-2%	20%	0%	-6%
NC(=O)C1CCCN(C(=O)c2ccc(-c3cccc(Cl)c3Cl)o2)C1 (stereo not given)	9.2%	-7%	/	/	/
CCS(=O)(=O)N1CCC(C(=O)NCCc2ccccc2)CC1	1.4%	-6%	-4%	-5%	5%
Cc1ccccc1/C=N/NC(=O)Cc1ccc(Cl)cc1	2.3%	3%	-8%	3%	16%
COc1nc2ccccc2nc1N1CCN(Cc2ccc3c(c2)OCO3)CC1	i	-2%	/	/	/
CCC(=O)N1N=C(c2ccc(NS(C)(=O)=O)cc2)CC1c1ccc(C)cc1 (stereo not given)	2.4%	7%	6%	-5%	0%
Cc1nnc(NC(=O)C2COc3ccccc3O2)s1 (stereo not given)	1.1%	8%	0%	-4%	-6%
CCS(=O)(=O)N1CCCC(C(=O)NCc2ccc(C)cc2)C1 (stereo not given)	0.1%	-8%	-4%	0%	5%	VEEV TC-83 Vero 10K pilot screen=0.2
Cc1ccc2[nH]c3c(c2c1)CN(C)CC3	0.3%	1%	-15%	-10%	-1%
CCCCC(=O)Nc1ccc(C(=O)NCCN2CCOCC2)cc1	i	0%	15%	-1%	3%
CN(C)C(=O)COc1ccc(C(=O)/C=C/c2cccnc2)cc1	9.8%	5%	-2%	-9%	4%
Cc1cc(C(=O)NCCCN(C)C)c2ccccc2n1	1.3%	8%	/	/	/
O=C(CCC1COc2ccccc2O1)Nc1cccnc1 (stereo not given)	i	1%	13%	-17%	-11%
CN(CC(=O)Nc1ccccc1Cl)C(=O)CSC(=S)N1CCCC1	i	11%	-7%	-3%	-2%
CC(C)(C)c1ccc(C(=O)N2CCN(S(=O)(=O)c3ccc(Br)s3)CC2)cc1	5.9%	-10%	5%	-5%	/
CCc1ccc(C(=O)NNC(=O)C2CC(=O)N(c3ccc4c(c3)OCCO4)C2)cc1 (stereo not given)	0.4%	12%	2%	-11%	/
Cc1csc(CNC(=O)C2CCC(=O)N(CCCc3ccccc3)C2)n1 (stereo not given)	i	-8%	-10%	-3%	-4%

5 structures out of the list, arranged by heavy-atom count, highest first.
SMILES	VEEV TC-83 Vero	influenza NS1A	tuberculosis growth	H37Rv inhibition	PhoP GFP inhibition	others
CCc1ccc(C(=O)NNC(=O)C2CC(=O)N(c3ccc4c(c3)OCCO4)C2)cc1 (stereo not given)	0.4%	12%	2%	-11%	/
CN(CC(=O)Nc1ccccc1Cl)C(=O)CSC(=S)N1CCCC1	i	11%	-7%	-3%	-2%
CN(C)C(=O)COc1ccc(C(=O)/C=C/c2cccnc2)cc1	9.8%	5%	-2%	-9%	4%
O=C(CCC1COc2ccccc2O1)Nc1cccnc1 (stereo not given)	i	1%	13%	-17%	-11%
Cc1cc(C(=O)NCCCN(C)C)c2ccccc2n1	1.3%	8%	/	/	/

Compound activity from PubChem BioAssay.

This is a random part of the collection (roughly 1.5% active in at least one column).
